Assay outcomes (PubChem)
FAS TE block: inhibitors of human fatty acid synthase thioesterase domain; P49327; recombinant FAS-TE, OMFH fluorogenic substrate, fluorescence endpoint; inhibition, % at 15 µM; hit rate 0.67% among 360,000; AID 602261;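 active = compounds whose normalised, plate-corrected inhibition of enzyme fluorescence in the single-dose primary screen is 50% or more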;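 also: 0% = DMSO with enzyme and 100% = substrate without enzyme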
E coli Lon inh: E. coli protease La inhibition; P0A9M0; purified E. coli Lon protease, fluorescence polarization; inhibition, % at 7.94 µM; hit rate 0.42% among 360,000; AID 602123; in the data active = inhibition above about 13%, passing the limit was not always enough;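 also: 0% = enzyme with probe and DMSO and 100% = no enzyme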
Target sequence (P0A9M0 whole entry, looked up): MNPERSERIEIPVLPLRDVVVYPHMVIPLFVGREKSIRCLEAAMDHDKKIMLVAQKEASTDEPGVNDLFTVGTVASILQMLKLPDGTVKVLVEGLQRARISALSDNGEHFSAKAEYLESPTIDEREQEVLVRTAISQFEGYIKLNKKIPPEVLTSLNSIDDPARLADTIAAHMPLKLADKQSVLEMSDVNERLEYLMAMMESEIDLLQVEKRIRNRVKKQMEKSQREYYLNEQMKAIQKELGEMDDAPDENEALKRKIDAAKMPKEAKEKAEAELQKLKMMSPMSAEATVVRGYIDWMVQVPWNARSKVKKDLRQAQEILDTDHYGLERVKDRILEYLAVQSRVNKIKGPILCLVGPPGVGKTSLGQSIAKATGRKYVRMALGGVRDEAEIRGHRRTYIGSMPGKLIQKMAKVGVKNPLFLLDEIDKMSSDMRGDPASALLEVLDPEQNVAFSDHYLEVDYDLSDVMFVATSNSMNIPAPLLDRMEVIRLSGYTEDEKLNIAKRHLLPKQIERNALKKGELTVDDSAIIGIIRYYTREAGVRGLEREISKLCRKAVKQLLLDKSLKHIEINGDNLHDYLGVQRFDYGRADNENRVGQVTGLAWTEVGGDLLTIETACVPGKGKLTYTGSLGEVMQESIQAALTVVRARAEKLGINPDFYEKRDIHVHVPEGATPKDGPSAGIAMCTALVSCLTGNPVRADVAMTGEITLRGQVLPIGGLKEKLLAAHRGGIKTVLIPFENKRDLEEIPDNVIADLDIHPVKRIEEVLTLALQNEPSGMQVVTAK
NRP1-CendR mod: NRP-1/CendR interaction modulation | O14786 | inhibition, % at 25 µM | AID 602438 | hit rate 0.85% among 360,000 | FAM-RPARPAR peptide binding to NRP-1, fluorescence polarization;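 active = inhibition or corrected inhibition above about 18%, plus a signal ratio from 0.5 to 1.5, limit read from the data, passing the limit was not always enough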; also: strong numbers were not always called active
MT1-MMP act inh: blocks activation of human MT1-MMP | GFP/RFP ratio change, % at 20 µM | HT1080 RFP-PRO-GFP cells, GFP/RFP ratio fluorescence, overnight; percent of plate control window, DMSO zero | hit rate 0.061% among 360,000 | P50281;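 active = GFP/RFP ratio change of at least 30% with cell ATP level not reduced by more than half and red fluorescence within 50% of control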; also: strong numbers were not always called active
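Test system: HT1080 cells expressing an RFP-PRO-GFP fluorescent reporter construct / Compound dosing: single-point 20 µM compound, 1% DMSO / Schedule: cells overnight before dosing, compound overnight, 37 °C, 5% CO2 / Evaluation: GFP/RFP fluorescence ratio / Control set: DMSO and RFP-L50D-GFP cell wells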
Rin1 Abl inh: human Rin1-Abl interaction inhibition; TR-FRET Rin1/Abl binding, biochemical; inhibition, % at 7.35 µM; hit rate 0.4% among 360,000; AID 588664; in the data active = inhibition above about 5%, passing the limit was not always enough
bovine MsrA act: activators of bovine methionine sulfoxide reductase A; activation, % at 10.6 µM; purified bovine MsrA, absorbance read-out; hit rate 0.3% among 360,000; in the data active = activation above about 7.5%;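 also: 0% = vehicle and 100% = reference activator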
SKN-1 inh: C. elegans SKN-1 inhibition. C. elegans VP596 Pgst-4::GFP/RFP ratio, acrylamide-induced, 24 h. inhibition, % at 21.8 µM. hit rate 0.49% among 360,000. AID 624304;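 active = interference check ratio from 0.5 to 1.5 plus GFP to RFP signal ratio inhibition reaching or exceeding a fixed threshold, cut at about 30% in these data, passing the limit was not always enough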; also: some compounds called inactive have numbers as strong as hits
Neddyl block: cullin neddylation inhibition; TR-FRET cullin neddylation, biochemical; AID 651699; hit rate 0.58% among 360,000; P61081+Q13564; calls only at 25 µM; in the data active = inhibition above about 36%
PABP1 MLLE inh: inhibitors of microRNA-mediated deadenylation, human PABP1 MLLE binding; inhibition, % at 20 µM; hit rate 0.36% among 360,000; AID 588489; GST-MLLE / FITC-PAM2 fluorescence polarization; in the data active = inhibition above about 35%, passing the limit was not always enough;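 also: plate controls were DMSO wells with GST-MLLE for no effect and wells lacking GST-MLLE protein for full effect; some results filed as inactive read as strong as hits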
An asterisk follows results filed as active; i = inactive; / = no result given.

SMILES	FAS TE block	E coli Lon inh	NRP1-CendR mod	MT1-MMP act inh	Rin1 Abl inh	bovine MsrA act	SKN-1 inh	Neddyl block	PABP1 MLLE inh
COc1ccc(-c2[nH]ncc2CNC(C)c2ccccc2Cl)cc1F (centres undefined)	2	-2	6	-6	-2	-4	-1	i	-4
NC(=O)c1cccnc1	-2	12	-8	-2	1	0	16	i	15
Cc1cc(C)c2cc3c(N)c(C(=O)Nc4c(C)[nH]c(=O)[nH]c4=O)sc3nc2c1	-9	-7	-48	-4	-7	-3	10	i	-4
CCOc1ccccc1OCCC(=O)Nc1ccc(F)c(Cl)c1	6	-11	-8	-4	1	0	11	i	4
CCN(CC)C(=O)COc1ccc(S(=O)(=O)N2CCCC2)cc1	-5	-3	-10	-3	-2	-2	-6	i	15
N#CN1CCC(NS(=O)(=O)c2ccc(C(F)(F)F)cc2)CC1	-8	10	2	6	0	-2	18	i	4
CC(NC(=O)COC(=O)/C=C/c1ccco1)c1ccccc1 (centres undefined)	-2	-1	-11	0	0	-2	1	i	-15
CCC(CC)C(=O)c1c[nH]c(C(=O)NCc2ccc(F)cc2)c1	-1	-6	5	0	-4	-1	13	i	3
CC(=O)c1cnc(Nc2nc(C)c3ccc(C)cc3n2)nc1C	-11	-8	4	3	0	-7	-15	i	3
Cc1ccc(C(c2nnnn2C2CCCC2)N2CCN3CCCC3C2)cc1 (centres undefined)	3	-2	2	-13	0	3	-10	i	0
CCC(=O)c1cn(CC(=O)OC)c2ccccc12	-8	4	-5	1	2	-3	12	i	10
Cc1cccc(Oc2nc(-c3ccccc3)cc(C)c2S(C)(=O)=O)c1C	20	-3	-6	-9	2	-2	1	i	-1
COc1ccc(NC(=O)c2cccc(S(=O)(=O)N3CCCC3)c2)cc1OC	-2	-4	-6	0	0	-4	8	i	-12
O=C(CCCc1c[nH]c2ccccc12)NCc1ccccc1F	-1	11	11	2	3	-7	-9	i	-9
CSc1nc(C)cc(Oc2ccc(OCC(N)=O)nn2)n1	-2	-4	-9	1	-2	-3	-12	i	-25
NNC(=O)c1ccc(CSc2n[nH]c(=O)[nH]c2=O)cc1	-8	6	-37	0	0	-4	-7	i	-1
Cc1ccsc1-c1nc(CSCC(=O)NCc2ccc3c(c2)OCO3)c(C)o1	6	6	-4	6	-3	0	17	i	17
CCCN1CC(=O)N2Cc3[nH]c4ccccc4c3C[C@H]2C1=O	-4	-7	4	1	-1	-1	15	i	13
Cc1noc(NS(=O)(=O)c2ccc(NC(=O)c3cc(-c4ccccc4Cl)nc4ccccc34)cc2)c1C	2	-8	-11	-1	0	-2	-14	i	3
CCCCCN(C(=O)CCC(=O)OCC(=O)N(C)Cc1ccccc1C)c1c(N)n(CCCC)c(=O)[nH]c1=O	0	-15	6	1	4	-4	7	i	3
CC(Cc1cccs1)NC(=O)Nc1ccc(F)cc1 (centres undefined)	-2	1	5	2	3	2	-24	i	-7
Cc1ccc(S(=O)(=O)N(C)C)cc1NC(=O)C(C)OC(=O)c1ccc2c(=O)n3c(nc2c1)CCC3 (centres undefined)	-1	2	-2	1	1	-4	8	i	2
Cn1c(=O)c2c([nH]c(=S)n2CCCc2ccccc2)n(C)c1=O	-3	-4	6	1	-2	0	-5	i	-21
COc1ccc(OC)c(NC(=O)CCCNC(=O)Cn2cnc3sc(C)c(C)c3c2=O)c1	-4	-11	7	-1	0	-2	-4	i	16
Cn1cnnc1SCC(=O)Nc1ccc2nc(SCc3ccccc3F)sc2c1	0	-6	-11	3	1	-4	9	i	-2

Entries of single compounds as entered above. Screens in order: FAS TE block, E coli Lon inh, NRP1-CendR mod, MT1-MMP act inh, Rin1 Abl inh, bovine MsrA act, SKN-1 inh, Neddyl block, PABP1 MLLE inh
Cn1cnnc1SCC(=O)Nc1ccc2nc(SCc3ccccc3F)sc2c1 is listed with 0, -6, -11, 3, 1, -4, 9, i, -2
COc1ccc(-c2[nH]ncc2CNC(C)c2ccccc2Cl)cc1F (centres undefined) is listed with 2, -2, 6, -6, -2, -4, -1, i, -4
Cc1ccsc1-c1nc(CSCC(=O)NCc2ccc3c(c2)OCO3)c(C)o1 is listed with 6, 6, -4, 6, -3, 0, 17, i, 17
COc1ccc(OC)c(NC(=O)CCCNC(=O)Cn2cnc3sc(C)c(C)c3c2=O)c1 is listed with -4, -11, 7, -1, 0, -2, -4, i, 16
CCOc1ccccc1OCCC(=O)Nc1ccc(F)c(Cl)c1 is listed with 6, -11, -8, -4, 1, 0, 11, i, 4

Additional results follow.
SMILES	FAS TE block	E coli Lon inh	NRP1-CendR mod	MT1-MMP act inh	Rin1 Abl inh	bovine MsrA act	SKN-1 inh	Neddyl block	PABP1 MLLE inh
COc1cc(NC(=O)C2(C)CCCN2C)cc(OC)c1OC (centres undefined)	-9	10	-4	1	2	-10	1	i	-13
COC(=O)c1cc(C)cc(=O)o1	-5	0	5	3	-1	-3	-6	i	-7
Cc1ccc2cc(CN(CC3CCCO3)S(=O)(=O)c3cccc4nsnc34)c(=O)[nH]c2c1 (centres undefined)	-2	-4	-1	2	1	-2	16	i	-2
CCOC(=O)N1CCN(c2nc(SC)nc3sc4c(c23)CC(C)(C)OC4)CC1	8	1	0	-3	4	-6	-15	i	3
O=C(NCCc1ccc(Cl)cc1)C1CC(=O)N(C2CCCCC2)C1 (centres undefined)	-6	-6	-3	4	0	-7	-6	i	3
CN(Cc1ccccc1)C(=O)COc1ccc(C(C)(C)C)cc1	31	2	-7	3	2	-10	-13	i	-7
COc1ccc(O)c(/C=C(\C#N)C(=O)Nc2ccccn2)c1	1	0	-7	0	-3	-3	-13	/	6
C/C(=N/OCC(=O)Nc1ccc(C)cc1C)c1cccs1	1	-2	-5	0	-4	-5	-5	i	-14
COc1ccc(-c2sc3ccccc3c2-c2cc(OC)ccc2C=O)cc1	30	1	-1	-4	/	-4	-1	i	/
O=C(Nc1ccc2c(c1)OCO2)c1ccc(Br)c(S(=O)(=O)N2CCCC2)c1	12	-2	8	-4	0	-2	2	i	-7
CCc1ccc(S(=O)(=O)NCCc2csc(C)n2)s1	-2	-3	6	0	-4	-2	-1	i	10
N/C(Cc1ccc(Cl)cc1Cl)=N\OC(=O)Cc1cccs1	11	-6	-1	-3	1	4	-3	i	12
C/C=C(\C)C(=O)NCCN1C2=NC[C@@H](Cc3ccccc3)N2C[C@@H]1Cc1ccc(OC)cc1	-11	-5	2	1	-1	-3	6	i	17
CCc1ccccc1N(CC(=O)NCC1CCCO1)C(=O)CCC(=O)Nc1nccs1 (centres undefined)	-4	-2	-3	0	-2	-2	10	i	19
Cc1ccc2nc(NC(=O)C3CCN(S(=O)(=O)c4cccnc4)CC3)sc2c1	1	-3	-4	1	-1	-5	-13	i	3
Nc1cc(-c2ccccc2)n2c(n1)nc1ccccc12	-6	0	1	2	-3	-6	-3	i	-6
Cc1cccc(NC(=O)c2ccc3c(c2)CCN3S(C)(=O)=O)c1	6	6	3	10	-1	-12	16	i	-10
Cc1ccc2nc(-c3cccc(Br)c3)cc(C(=O)NCC3CCCO3)c2c1 (centres undefined)	16	-18	1	3	1	-5	-9	i	8
CC(C)Oc1ccccc1-c1nc(SCC(=O)O)n[nH]1	-13	-8	-2	6	3	-14	-30	i	7
Cc1ccc(Cl)cc1NC(=O)Cn1cc(C(F)(F)F)cc(Cl)c1=O	1	8	18	-2	-4	1	10	i	8
O=C(OCC(=O)N1CCCC1)c1ccco1	-6	-2	11	-1	0	1	1	i	-4
CCOC(=O)CNC(=O)c1ccc2c(c1)OCCO2	-4	-1	12	1	-1	-1	-6	i	8
CCN(CC)C(=O)[C@H]1C[C@H](CC(=O)NCCCn2ccnc2)C(=O)N2CCc3c([nH]c4cc(-c5ccco5)ccc34)[C@]12C	-16	-11	9	2	-3	-2	1	/	10
COc1cc(Cl)c(NS(=O)(=O)c2cc3[nH]c(=O)c(=O)[nH]c3cc2C)c(OC)c1	5	-10	-16	0	0	-7	7	i	-8
CC(NC(=O)COC(=O)c1ccc2c(c1)S(=O)(=O)N=C1CCCCCN12)C12CC3CC(CC(C3)C1)C2 (centres undefined)	-7	-1	-4	4	-1	-2	-1	i	-8

Brought forward from above: 2 entries; new compounds follow.
SMILES	FAS TE block	E coli Lon inh	NRP1-CendR mod	MT1-MMP act inh	Rin1 Abl inh	bovine MsrA act	SKN-1 inh	Neddyl block	PABP1 MLLE inh
COc1cc(Cl)c(NS(=O)(=O)c2cc3[nH]c(=O)c(=O)[nH]c3cc2C)c(OC)c1	5	-10	-16	0	0	-7	7	i	-8
CC(NC(=O)COC(=O)c1ccc2c(c1)S(=O)(=O)N=C1CCCCCN12)C12CC3CC(CC(C3)C1)C2 (centres undefined)	-7	-1	-4	4	-1	-2	-1	i	-8
O=C(N1CCCC1)C12CC3CC(CC(C3)C1)C2	-2	-8	-36	2	3	-9	-5	i	2
CCOC(=O)c1oc2ccccc2c1CN1CC(C)OC(C)C1 (centres undefined)	4	-2	-11	1	2	-2	16	i	9
COCCNCCCOc1ccc(Br)cc1Cl	-6	4	-10	4	-1	0	7	i	2
O=C(Nc1cccc(F)c1)NC1CCCCC1	-1	-12	-1	-1	2	-5	6	i	-1
Cc1ccc(-c2nc(N3CCOCC3)sc2C(=O)N2CCCCC2)cc1	-8	-1	-4	-3	-1	-2	1	i	-14
Nc1nc(SCC(=O)N2CCCC2)[nH]c(=O)c1NC(=O)c1cccs1	-5	-5	-11	0	-3	-6	0	i	13
COc1cc(OC)nc(NC(=S)NC(=O)c2ccccc2)n1	-4	2	1	-1	1	-9	-14	i	2
CC(C)c1ccc(NC(=O)CSc2nc3ccccc3nc2N2CCCC2)cc1	21	-7	-10	-3	-1	-2	-1	i	2
O=C(Nc1ccccc1N1CCN(c2ccccc2)CC1)c1cccc(F)c1	32	2	-3	2	-4	-14	-1	i	-6
C[C@H]1C(=O)N(c2ccccc2)[C@@H]1c1ccccc1	-1	5	-10	1	-1	-2	11	i	-5
COc1ccc(-c2nnc(C(C)Nc3cccc(C(=O)NC4CC4)c3)o2)cc1 (centres undefined)	-6	-8	0	-2	4	-4	-4	i	-32
CCNc1ccc(S(=O)(=O)N(C)C)cc1NCC(=O)Nc1c(F)cccc1F	-6	-4	-8	1	4	-9	-1	i	2
CCCOc1ccc(Br)cc1CSC(=N)N	-60	-7	1	-1	1	-4	13	i	6
Cc1ccc(N2C(=O)N(Cc3ccccc3C)c3ccccc3S2(=O)=O)cc1	39	-7	9	0	-4	-4	12	i	3
O=C(NNS(=O)(=O)c1ccc([N+](=O)[O-])cc1)c1ccncc1	-4	3	1	2	1	-4	4	i	17
Cc1ccc(OCC(O)Cn2nc(C)cc2C)cc1 (centres undefined)	-4	-3	10	3	1	-1	1	i	7
CCOc1ccc(OCCNCc2ccc(OC(C)C(=O)N(C)C)c(OCC)c2)cc1 (centres undefined)	-4	-11	-1	1	3	-1	9	i	1
